Autophagy mod = modulators of autophagy. MEF GFP-LC3 puncta imaging; test concentration mostly 10 µM. calls only at 10 µM (by protocol). 0.98% of 190,000 active. AID 463193;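 active = percentage of spot-positive cells more than 3 SD above its plate mean, without a fluorescence outlier flag or 80% toxicity; inconclusive = no clear call, values can overlap the other calls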;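 note: spot-positive cell cutoff set from DMSO-treated cells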
HIV peptide binding = inhibitors of HIV fusion peptide binding, primary screen, biochemical, uHTS, fluorescence dequenching (AID 1986); 0.3% of 290,000 active; inhibition, % at 20 µM; hits with a dose series show IC50 in µM; cell-free peptide binding, fluorescence dequenching, 30 min; higher % means a stronger effect; in the data active = inhibition mostly above about 52%, no sharp cut-off; inactive = mostly below about 76%; note: some results filed as inactive read as strong as hits
WT yeast gro inh = growth inhibition of WT yeast, mitochondrial fusion screen. inhibition, % at 10 µM. mitochondrial fusion phenotypic screen, WT strain. 2.1% of 190,000 active; in the data active = inhibition above about 58%; tested in S. cerevisiae
bCat nuc transl = alters nuclear translocation of beta-catenin in HeLa cells | immunofluorescence imaging | 0.3% of 190,000 active | AID 1665 | nuclear translocation activity, % at 5 µM;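 active = nuclear translocation activity above 50% at 5 µM, with a well cell count of 50 or more; inconclusive = wells under 50 cells across six images, flagged as toxic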;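 note: per-cell ratio of nuclear to cytoplasmic median beta-catenin stain intensity; plate controls were DMSO negative control for no effect and GSK-3 inhibitor IX positive control for full effect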
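Assay system: human HeLa cells, native beta-catenin; doses: 5 µM primary, 0.02–20 µM confirmation; incubation: compound treatment 24 h, 37°C, 5% CO2; technique: fluorescence imaging of beta-catenin antibody stain plus DAPI; measure: % activation, nuclear-to-cytoplasmic median beta-catenin signal ratio per cell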
Yfh1-off respiration = mitochondrial function rescue without frataxin homolog – Friedreich's ataxia, plus single-dose screen, dose response (AID 1465). S. cerevisiae Yfh1-off respiration, WST-1 reduction, 72 h; higher fold induction means a stronger effect. one-dose fold induction at 50 µM; EC50 in µM for titrated hits. 0.074% of 220,000 active;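 active = fold induction of absorbance versus untreated yeast above a set limit, then at least 30% activation at any dose in follow-up; inconclusive = repeats straddling the limit, or above it without dose testing; inactive = fold induction below the set limit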;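 note: activators that raise dye reduction in frataxin-depleted yeast; strong numbers were not always called active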
AID2073 = disruptors of CaV2.2 binding to Mint1 – biochemical, HTRF (AID 2073). 0.19% of 290,000 active. inhibition, % at 20 µM, or IC50 in µM where a hit was titrated. HTRF protein-protein interaction, Mint1-CaV2.2; higher % means a stronger effect; in the data active = inhibition mostly above about 51%, no sharp cut-off; inconclusive = no clear call, values can overlap the other calls; inactive = mostly below about 53%; note: some results filed as inactive read as strong as hits
MT stabilize HCS = microtubule stabilization, imaging screen. HeLa tubulin immunostaining HCS, 24 h; share of cells brighter than vehicle mean+2SD. % tubulin-high responders, % at 10 µM. 0.83% of 200,000 active;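 active = plate Z-score above 3 for both tubulin-high and condensed-nucleus cell shares, with cell loss under 80%, at 10 µM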;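 note: anti alpha tubulin signal scored within the nucleus-defined area of each cell; some results filed as inactive read as strong as hits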
Ins promoter up = MIN6 insulin promoter up-regulation; MIN6 insulin promoter-GFP reporter, high-content imaging; active compounds read high; z-score at 5 µM; 0.3% of 190,000 active;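 active = z-score above 3 at 5 µM with at least 500 cells counted in the well; inconclusive = wells under 500 cells, flagged as cytotoxic or low count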
Dynein cargo inh = blocks dynein driven cargo transport along microtubules; AID 1381; z-score, hits read low; 0.47% of 220,000 active; 3617.4 mouse cells, GR-EGFP nuclear translocation imaging; test concentration mostly 20 µM; stimulated with dexamethasone, 1 µM; active compounds read low;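 active = plate z-score of nuclear minus cytoplasmic receptor signal below a set negative limit, without overly bright fluorescence or cell loss, cut at about -3.5 in these data, passing the limit was not always enough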;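 note: z-score of nuclear minus cytoplasmic ring GR-EGFP intensity difference per well; some compounds called inactive have numbers as strong as hits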
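medium = tetracycline-free induction medium containing charcoal-stripped FBS | probe or stimulus = dexamethasone, 1.0 µM final | timing = 48 h induction, then 1 h compound, then 30 min agonist, 37 °C | detection = automated 10x imaging of fixed Hoechst-stained cells | read-out basis = nuclear versus cytoplasmic GR-EGFP signal, averaged per well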
WT yeast gro inh mutant strain = further read-out of WT yeast gro inh, marked with its call; inhibition, %; mitochondrial fusion phenotypic screen, mutant strain inhibition
Dynein cargo inh cytoplasmic EGFP = further read-out of Dynein cargo inh, marked with its call; z-score; measured here: cytoplasmic GR-EGFP intensity; active compounds read high
Dynein cargo inh nuclear GR-EGFP = further read-out of Dynein cargo inh, marked with its call; z-score; measured here: nuclear GR-EGFP intensity;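 lower value marks the stronger effect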
Dynein cargo inh cell count = also measured in Dynein cargo inh; calls as there; z-score; measured here: cell count per field
Ins promoter up cell count = also measured in Ins promoter up; calls as there; cell count; measured here: cytotoxicity, nuclei count;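 total cells summed across four imaged fields per well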
bCat nuc transl cell count 5 µM = recorded beside bCat nuc transl, whose call it bears; cell count; measured here: cell count, cytotoxicity flag
MT stabilize HCS Hoechst-high % = further read-out of MT stabilize HCS, marked with its call; % Hoechst-high responders; measured here: nuclear condensation Hoechst responders;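 share of cells brighter than vehicle mean plus two SD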
MT stabilize HCS cytotoxicity % = also measured in MT stabilize HCS; calls as there; toxicity, %; measured here: cytotoxicity by cell density;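 0% = mean cell density of plate MIN control wells and 100% = no cells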
Autophagy mod cell loss 18 h = recorded beside Autophagy mod, whose call it bears; toxicity, %; measured here: cell loss, nuclei count;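 cell loss after 18 h compound exposure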
Numbers without * were called inactive; i = inactive; u = inconclusive; x = not tested or not shown; + = active, no number. This is a random part of the collection; about 4.2% have a hit in one of these screens.

Below each SMILES – Autophagy mod	Autophagy mod cell loss 18 h	HIV peptide binding	WT yeast gro inh	WT yeast gro inh mutant strain	bCat nuc transl	bCat nuc transl cell count 5 µM	Yfh1-off respiration	AID2073	MT stabilize HCS	MT stabilize HCS Hoechst-high %	MT stabilize HCS cytotoxicity %	Ins promoter up	Ins promoter up cell count	Dynein cargo inh	Dynein cargo inh cytoplasmic EGFP	Dynein cargo inh nuclear GR-EGFP	Dynein cargo inh cell count
Cc1ccc(/C=C2\CCC3=C2OC(N)=C(C#N)C3c2ccc(C)cc2)cc1 (stereo not drawn)
 : +	-24*	11%	-13	-6	-1.3	1382	i	22%	12	2.8	3.7	2.1	1518	-9	19	-0.45	0.51
O=[N+]([O-])c1ccc(Nc2nc(N/N=C/c3cccc(F)c3)nc(N3CCCC3)n2)cc1
 : i	-8	-2.7%	26	11	2.6	1080	i	15%	3.8	2.9	11	-0.87	1026	-0.86	-0.21	-0.22	1.1
Cn1cnc([N+](=O)[O-])c1Sc1ccccc1
 : i	6	-2.4%	7	8	2.4	964	u	2%	3.1	2.8	7.4	x	x	-1.8	0.094	-1.1	0.8
COc1ccccc1C(C)NC(=O)CCOc1cccc(C)c1 (stereo not drawn)
 : i	12	-1.1%	9	-14	-0.7	1069	i	6%	2.3	1.8	1.4	-0.04	1356	0.36	-0.23	0.23	0.46
CC(C)CC(c1nnnn1C(C)C)N1CCN(c2ccccc2)CC1 (stereo not drawn)
 : i	2	3.0%	12	1	-0.3	1383	i	26%	2.3	1.3	9.7	-1	1700	-1.1	-0.1	-1.3	-0.011
O=NC1=C(c2c(O)[nH]c3ccccc23)CCCC1
 : i	35	-3.9%	2	0	5.2	1073	i	19%	2.4	2.0	14	0.24	1213	1.3	-0.45	0.3	0.26
COc1ccc[nH]c1=O
 : i	6	0.1%	0	-8	-1.4	1031	i	-2%	3.3	4.5	6.9	0.36	1823	-0.19	-0.31	-0.056	0.56
O=C(O)c1ccc(Cl)c(S(=O)(=O)N2CCCCCC2)c1
 : i	-8	-0.5%	-12	-11	0.5	762	i	-11%	2.4	1.7	1.8	0.35	1164	0.31	-0.22	0.49	0.62
CCN(CC)CCn1nc2c3c(cccc3c1=O)-c1ccccc1-2
 : i	91	-0.8%	25	15	0.2	851	i	21%	69	4.9	93	-1.7	943	0.18	-0.27	0.4	0.2
COc1ccccc1NC(=O)c1ccc2snnc2c1
 : i	-4	0.4%	15	-22	-0.1	1524	i	-7%	5.0	1.1	7.1	0.29	1445	-0.81	-0.34	-0.39	1.1
Cc1ccc(C(=O)CSc2nnc(-c3ccccc3)o2)cc1
 : i	-4	-0.6%	-9	-2	-0.4	1096	i	-14%	3.4	1.7	3.0	x	x	-0.53	-0.19	-0.2	1.1
COc1ccc(S(=O)(=O)N(CC(=O)Nc2cccnc2)c2ccccc2OC)cc1
 : i	1	-1.1%	3	-2	-1.1	1036	i	-3%	1.3	1.1	4.1	-0.29	819	-0.27	-0.12	0.16	0.26
Cc1[nH]n(-c2ccccc2)c(=O)c1C=NCc1ccco1
 : i	5	-0.8%	18	-19	0.6	1497	i	-6%	1.6	2.4	13	x	x	1.4	-0.049	0.66	-1.4
CCCCNC(=O)N1CCN(c2ccccc2OC)CC1
 : i	10	-0.1%	-2	2	-0.1	995	i	0%	1.4	2.0	3.8	-1	1464	-0.67	-0.35	-0.13	1.3
CCC1=NNc2cccc3c(OC)ccc1c23
 : i	-5	-0.8%	26	20	x	x	u	0.59µM*	2.6	1.6	3.3	1.1	763	-0.58	-0.15	0.014	0.059
O=C(N1CCOCC1)C12CC3CC(C1)CC(C(=O)N1CCOCC1)(C3)C2
 : i	36	-3.8%	6	3	-0.5	1411	i	-4%	4.5	1.3	7.1	0.67	1444	1	0.18	0.59	-0.34
CCOc1cc(C(=O)Nc2ccc(C)cc2C)ccc1OCC(=O)N1CCCCC1
 : i	5	1.9%	-16	-16	0.5	1049	i	23%	3.4	3.3	8.7	-0.29	1414	-0.2	-0.2	-0.23	0.23
C=CCn1cccc(C(=O)Nc2ccc(OC)cc2)c1=O
 : i	-3	-1.4%	0	10	0.2	1063	i	-7%	6.3	3.1	3.5	-0.35	1294	-0.16	0.0059	0.23	0.16
O=C(Cc1ccc(NS(=O)(=O)c2ccc(F)cc2)cc1)NCc1ccccc1
 : i	0	1.8%	-13	3	x	x	i	-2%	3.5	2.6	0.7	-0.19	1110	-0.46	-0.021	-0.23	0.68
O=C(CC(=O)N/N=C/c1cccs1)NCc1ccccc1
 : i	-26	3.0%	2	6	-0.1	571	i	-2%	2.0	1.3	1.5	x	x	0.062	-0.19	0.19	0.23

Further records.
Below each SMILES – Autophagy mod	Autophagy mod cell loss 18 h	HIV peptide binding	WT yeast gro inh	WT yeast gro inh mutant strain	bCat nuc transl	bCat nuc transl cell count 5 µM	Yfh1-off respiration	AID2073	MT stabilize HCS	MT stabilize HCS Hoechst-high %	MT stabilize HCS cytotoxicity %	Ins promoter up	Ins promoter up cell count	Dynein cargo inh	Dynein cargo inh cytoplasmic EGFP	Dynein cargo inh nuclear GR-EGFP	Dynein cargo inh cell count
COc1ccc(C(=O)C(C)Oc2cccc(NC(=O)c3cccc([N+](=O)[O-])c3)c2)cc1 (stereo not drawn)
 : i	13	-1.0%	32	13	-4.6	610	i	-4%	2.5	1.7	6.7	-0.52	1216	0.51	-0.19	-0.11	0.48
CS(=O)(=O)N1CCCC(C(=O)NCCc2ccc(Cl)cc2)C1 (stereo not drawn)
 : i	28	0.4%	-3	-21	-3.0	895	i	-11%	2.8	2.9	19	1.5	1307	-0.027	0.22	-0.092	0.11
CCCC[n+]1ccn(-c2nc3ccccc3nc2[N-]S(=O)(=O)c2ccc(Cl)cc2)c1
 : x	x	0.4%	x	x	-0.9	1302	i	13%	x	x	x	1.5	1108	-1	-0.25	-0.18	1.2
COc1ccc(N2CCC(CNC(=O)Nc3ccc(OC)cc3OC)C2)cc1 (stereo not drawn)
 : i	35	-2.9%	8	-3	-0.9	1360	x	-22%	4.8	1.2	6.7	0.48	1726	1	-0.18	0.22	-0.079
CCOC(=O)Cc1cc(=O)[nH]c(/N=C(\N)Nc2ccc(C)cc2C)n1
 : i	8	0.3%	-8	-4	x	x	i	-8%	0.8	1.1	13	x	x	-1.3	-0.091	-0.64	1.1
Cc1ccnc(NS(=O)(=O)c2ccc(Oc3ccccc3)cc2)c1
 : i	6	3.3%	-37	-18	-6.2	1147	i	8%	2.2	1.9	11	x	x	-0.26	0.085	0.2	0.092
O=C(CCSc1nc2ccccc2o1)N1CCOCC1
 : i	-7	4.1%	-17	0	-1.7	1122	i	0%	2.8	1.4	9.0	x	x	-0.4	-0.045	0.4	0.0061
NC(=O)N1c2ccccc2C=Cc2ccccc21
 : i	20	-1.0%	5	-11	-3.0	610	i	3%	2.2	2.6	10	x	x	-0.11	-0.25	0.14	0.79
Cc1noc(C)c1COc1ccc(C(=O)Nc2cccnc2)cc1
 : i	15	-4.7%	-3	6	-4.7	1111	i	22%	6.6	2.3	9.6	0.16	1190	-0.56	-0.25	0.064	0.76
CC(C)(C)NC(=O)CN(C(=O)CS(=O)CC(=O)Nc1ccc(F)cc1)c1ccccc1 (stereo not drawn)
 : i	16	3.5%	4	15	-7.8	1060	i	19%	1.8	2.3	5.4	0.79	1548	0.49	-0.23	0.49	0.98
COc1n[nH]c(C(=O)NCc2ccccc2)c1[N+](=O)[O-]
 : i	14	0.7%	-15	-1	-5.8	1051	i	1%	2.8	2.8	3.5	1.1	1612	-0.21	-0.2	-0.69	0.78
CCC(=O)Nc1ccc(Oc2ccc3c(c2)C(=O)N(c2ccc(O)cc2)C3=O)cc1
 : i	-1	-0.2%	4	-15	2.9	1125	i	10%	1.9	1.9	6.6	x	x	0.14	-0.19	0.23	0.067
CN(C)c1ccc(/C=C/c2ccc3ccccc3[n+]2C)cc1
 : +	21*	-4.8%	87	88	-0.2	665	i	-24%	32	2.1	24	u	x	-0.58	-0.11	-0.29	0.45
CC1CCCN(C(=O)CN2CCN(C(=O)c3ccco3)CC2)C1 (stereo not drawn)
 : i	-1	3.0%	-5	0	-0.1	1088	i	-6%	3.4	2.2	3.9	-0.35	1196	0.16	-0.19	0.59	0.81
COc1cc(/C=N/NC(=O)c2ccc3nc[nH]c3c2)ccc1O
 : x	x	0.1%	x	x	-0.3	1371	i	10%	x	x	x	0.08	1107	1.4	-0.23	1.1	-0.6
Cc1c(/C=N/NC(N)=O)c2ccccn2c1C(=O)c1ccc(F)cc1
 : i	-2	-2.3%	1	-12	1.2	773	i	3%	1.8	3.6	2.4	0.29	1281	-0.1	-0.031	-0.14	0.14
Nc1cccc2c1C(=O)N(C(=O)c1ccc(Cl)c(S(=O)(=O)N3CCCCCC3)c1)C2=O
 : i	-13	7.2%	2	7	-1.2	929	i	21%	2.4	2.2	5.5	1.7	864	-0.8	-0.18	-0.47	0.35
Cc1cccc(C)c1OCC(=O)Nc1cccc(C(=O)O)c1
 : i	-4	-0.3%	-16	1	0.4	1440	i	-5%	6.1	3.1	6.0	1.5	1453	-0.11	-0.24	0.45	-0.32

Source: PubChem (several laboratories)
